Assay outcomes: PubChem BioAssay, National Center for Advancing Translational Sciences (NCATS)
PI5P4K alpha inh – PI5P4K alpha (human) kinase inhibition; P48426; max response, %; AID 652105; 330,000 compounds, 1.2% hits; PI5P4Kalpha enzyme, ADP-Glo luminescence, 60 min; hits give low values; active = max response of -50% or lower; inconclusive = between -30% and -50%; inactive = -30% or higher; note: value at the top dose of about 77 µM; % is set by controls: 0 for no effect and ±100 for the full control effect
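Compounds were pin-transferred onto PI5P4Kalpha and substrate in HEPES pH 7.4 buffer with EGTA, CHAPS and 5% DMSO. ATP (5 microM final) started the reaction, which ran 60 minutes at room temperature before ADP-Glo detection.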
WRN helicase inh – inhibitors of human WRN helicase. 360,000 compounds, 0.46% hits. AID 651768. Q14191. WRN helicase unwinding, fluorescent forked duplex, kinetic. Potency, µM (doses to about 114 µM), without a hit: at the top dose activity change, negative = inhibition, hits mostly inhibitors; note: potency is the fitted concentration of half-maximal effect; % is set by controls: 0 for no effect and ±100 for the full control effect; nearly all actives have a fitted effect of over 55% in size
Target sequence (Q14191 whole entry, looked up): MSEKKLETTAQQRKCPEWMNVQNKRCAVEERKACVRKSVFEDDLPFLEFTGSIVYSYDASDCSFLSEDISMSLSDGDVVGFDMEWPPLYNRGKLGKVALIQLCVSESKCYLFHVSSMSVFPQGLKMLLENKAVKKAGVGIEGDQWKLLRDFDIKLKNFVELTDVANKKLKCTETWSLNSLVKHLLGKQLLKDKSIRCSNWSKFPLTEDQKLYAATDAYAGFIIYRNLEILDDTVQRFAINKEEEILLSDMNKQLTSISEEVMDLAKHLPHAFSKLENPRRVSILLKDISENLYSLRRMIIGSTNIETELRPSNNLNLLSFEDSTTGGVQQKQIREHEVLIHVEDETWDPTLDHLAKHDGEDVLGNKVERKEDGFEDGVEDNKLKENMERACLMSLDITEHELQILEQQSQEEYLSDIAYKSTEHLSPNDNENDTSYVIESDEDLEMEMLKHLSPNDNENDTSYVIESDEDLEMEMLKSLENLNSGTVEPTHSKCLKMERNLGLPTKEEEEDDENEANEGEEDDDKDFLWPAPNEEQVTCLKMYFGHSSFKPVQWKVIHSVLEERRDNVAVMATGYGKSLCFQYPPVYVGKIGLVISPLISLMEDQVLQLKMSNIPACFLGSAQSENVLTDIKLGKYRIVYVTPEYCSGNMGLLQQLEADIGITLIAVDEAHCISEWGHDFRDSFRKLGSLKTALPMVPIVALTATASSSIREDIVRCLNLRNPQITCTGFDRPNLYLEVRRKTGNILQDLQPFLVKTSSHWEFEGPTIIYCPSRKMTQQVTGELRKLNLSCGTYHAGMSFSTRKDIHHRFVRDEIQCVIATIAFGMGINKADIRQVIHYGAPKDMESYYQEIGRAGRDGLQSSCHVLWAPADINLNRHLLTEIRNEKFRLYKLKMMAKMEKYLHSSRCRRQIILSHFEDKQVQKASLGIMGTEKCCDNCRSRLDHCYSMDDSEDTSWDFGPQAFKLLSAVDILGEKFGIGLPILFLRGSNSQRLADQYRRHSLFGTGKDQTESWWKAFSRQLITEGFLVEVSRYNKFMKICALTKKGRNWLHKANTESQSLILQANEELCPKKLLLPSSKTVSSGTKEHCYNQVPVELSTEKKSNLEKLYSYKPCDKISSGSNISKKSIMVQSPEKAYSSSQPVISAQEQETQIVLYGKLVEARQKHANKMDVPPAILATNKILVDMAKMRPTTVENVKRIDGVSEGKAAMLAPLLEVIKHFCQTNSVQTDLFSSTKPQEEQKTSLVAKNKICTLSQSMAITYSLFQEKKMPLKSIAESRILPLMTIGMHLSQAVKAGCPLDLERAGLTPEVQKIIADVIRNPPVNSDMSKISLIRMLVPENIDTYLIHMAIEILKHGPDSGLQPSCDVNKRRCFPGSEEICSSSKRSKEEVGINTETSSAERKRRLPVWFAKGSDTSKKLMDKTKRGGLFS
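Enzyme (20 nM final) and test compound sit together 15 min at room temperature before substrate addition. Substrate is a single-forked duplex oligonucleotide (100 nM) labelled with fluorophore and quencher, with 2 mM ATP; helicase unwinding raises red fluorescence, read kinetically.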
EPAC1 antag – antagonists of human EPAC1; O95398; EPAC1 GEF assay, Rap1b-BODIPY-GDP exchange fluorescence; Potency, µM (titrated, usually from 115 µM), for inactives: at the top dose activity change, negative = inhibition, hits mostly inhibitors; 360,000 compounds, 0.14% hits;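 note: potency is the fitted concentration of half-maximal effect; plate controls were vehicle for no effect and positive control for full effect; nearly all actives have a fitted effect of over 50% in size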
CCT chaperon mod – modulators of cytosolic chaperonin (CCT/TRiC) activity. purified chaperonin ATPase assay, HTRF ADP detection, 30 min. activity change, % (concentration not given with the values), hits read low. 360,000 compounds, 0.3% hits. AID 651819; in the data active = activity change below about -30%; note: % is set by controls: 0 for no effect and ±100 for the full control effect
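We incubate TRiC, 40 or 20 nM final, with library compounds at 76 uM and 10 uM ATP for 30 min at 37 °C. ADP formed is detected with Transcreener HTRF reagents after 30 min at room temperature.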
Mm-Cpn inhibitor – inhibitors of Methanococcus maripaludis chaperonin (MmCpn); AID 504842; Potency, µM (doses to about 76.9 µM), without a hit: top-dose activity, negative = inhibition, actives largely listed as inhibitors; purified Mm-Cpn ATPase, ADP Transcreener TR-FRET; 330,000 compounds, 0.031% hits; note: potency is the fitted concentration of half-maximal effect; % is set by controls: 0 for no effect and ±100 for the full control effect; nearly all actives have a fitted effect of over 80% in size
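ATP (10 uM final) was added to archaeal chaperonin (25 nM final) after 10 min exposure to test compound at 37°C; after 30 min further incubation, ADP was detected by competitive TR-FRET.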
PLK1 PBD block – PLK1 (human) polo-box domain binding inhibition; Plk1 PBD binding of FITC phosphopeptide, fluorescence polarization; Potency, µM, for the others: max response, negative = inhibition, most hits filed as inhibitors; 360,000 compounds, 2.8% hits; note: potency is the fitted concentration of half-maximal effect; series mostly up to about 57 µM; % is set by controls: 0 for no effect and ±100 for the full control effect; nearly all actives have a fitted effect of over 65% in size
EPAC2 antag – EPAC2 (human) antagonism; EPAC2 GEF exchange of Rap1B-BODIPY-GDP, fluorescence; Potency, µM (highest dose often 114 µM), for inactives: at the top dose activity, negative = inhibition, usual class: inhibitors; 360,000 compounds, 0.18% hits; AID 720708; note: potency is the fitted concentration of half-maximal effect; % is set by controls: 0 for no effect and ±100 for the full control effect; nearly all actives have a fitted effect of over 45% in size; many of its hits are not listed in these tables
EPAC1 ag – EPAC1 (human) agonism. O95398. EPAC1 agonist qHTS, biochemical assay; response scale: 100% = response to 6.5 mM cAMP. Potency, µM (highest dose often 154 µM), inactives show at the top dose activation, usual class: activators. 360,000 compounds, 0.073% hits. AID 720707; note: potency is the fitted concentration of half-maximal effect; nearly all actives have a fitted effect of over 60% in size
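EPAC1 100 nM, Rap1B–BODIPY-GDP 250 nM, unlabeled GDP 50 uM; compound titration; 5 min RT; kinetic read ex480/em540 at 5-min intervals ×30 min; data normalized to 6.5 mM cAMP agonist control.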
Starred values were filed as active, the others as inactive; ? = inconclusive; . = not tested or not shown; & = joins results of further samples; [ ] = another dose, or the depositor's remark. Unless noted, calls come from the whole dose curve; as a rule, active = well fitted curve in the direction sought with a large enough effect; inconclusive = small, poorly fitted or top-dose-only effect, or another doubt; inactive = no such curve, though single readings can be large; an effect the other way counts as inactive or inconclusive. These rows are one share of the data, so the mix of outcomes need not match the whole.

Values in the order: PI5P4K alpha inh	WRN helicase inh	EPAC1 antag	CCT chaperon mod	Mm-Cpn inhibitor	PLK1 PBD block	EPAC2 antag	EPAC1 ag
CN(CC(=O)Nc1cccc(F)c1)C(=O)CN1C(=O)C2CC=CCC2C1=O (configuration not stated)
→ 8.4	4.5%	7.3%	-1.2	1.3%	-1.7%	5.4%	3.3%
O=C(CSc1ccc(Br)cc1)NCC1CCCO1 (configuration not stated)
→ 2.0	2.1%	3.5%	-12.6	0.9%	-7.3%	-6.9%	-2.0%
O=C(CCC1CCCC1)Nc1ccc(C(=O)NCc2cccnc2)cc1
→ 3.0	-2.7%	-7.5%	-3.4	-1.2%	-9.8%	-6.8%	12.9%
COc1ccccc1NC(=O)NC1CCCc2ccccc21 (configuration not stated)
→ 2.6	-4.6%	3.8%	-12.2	-1.3%	1.7%	-8.6%	7.2%
COC(=O)c1cccc(NC(=S)NCc2ccco2)c1
→ -17.4	-31.5%	?	-3.6	-0.1%	?	0.7%	11.7%
CC(C)(/C=N/O)/[N+]([O-])=C/c1ccco1
→ 1.8	-7.3%	0.0%	1.4	-2.1%	4.4%	-7.4%	9.9%
COC(=O)c1ccc(C2Nc3ccc(/C(C)=N/NC(=O)C(OC)c4ccccc4)cc3C3C=CCC32)cc1 (configuration not stated)
→ -65.7*	-14.2%	-6.8%	0.7	1.0%	-15.9%	-0.7%	-21.2%
CCCC(NCC(O)COc1ccc(-c2ccccc2)cc1)c1ccccc1 (configuration not stated)
→ 17.2	-8.3%	2.2%	-2.2	1.2%	9.6%	?	13.5%
COc1ccc(Cl)cc1-c1nc(-c2ccc(Br)o2)no1
→ 3.3	-1.6%	-22.4%	-1.9	0.8%	-3.6%	6.6%	-16.2%
Cc1ccc(NC(=O)Nc2ccc3c(c2)OCO3)nc1
→ 1.6	-3.2%	-26.2%	-1.4	-2.0%	-14.0%	-7.6%[57.1 µM]	-8.0%
O=C(Oc1ccc(-c2nc(-c3ccccn3)no2)cc1)c1ccccc1
→ -19.0	4.6%	4.1%	0.5	0.0%	-1.1%	16.7%	-6.5%
Cc1cc(Nc2ccccc2)nn1C(=O)c1ccccc1
→ .	-16.3%	-24.9%	-0.9	2.4%	-4.8%	-14.6%	?
CSC1=N/C(=C\c2c(F)cccc2Cl)C(=O)S1
→ 11.5	-8.6%	-23.9%	-2.5	-0.8%	-15.4%	0.8%	-7.9%
CCOc1ccc(NC(=O)COC(=O)C2COc3ccccc3O2)cc1 (configuration not stated)
→ 2.4	7.7%	13.8%	-2.0	.	-2.6%	-6.5%	4.6%
COc1ccc2[nH]c3nc(SCc4nnc(-c5ccc(C)cc5)o4)nnc3c2c1
→ .	3.7%	13.6%	2.0	0.0%	-4.1%	13.7%	1.7%
CCOC(=O)CSCC(=O)Nc1c(C(=O)C2CC2)oc2ccccc12
→ .	-7.3%[57.1 µM]	3.4%	0.2	-11.2%	-9.8%	-0.1%	10.2%
CCN(CC)C(=O)c1[nH]cnc1C(=O)NCC(=O)OC(C)(C)C
→ -3.2	-28.5%	-2.9%	-0.3	2.9%	-20.2%	3.0%	-5.8%
O=C(CCN1C(=O)C2C3C=CC(C3)C2C1=O)N1CCN(c2ccc(F)cc2)CC1 (configuration not stated)
→ 1.7	-11.3%	10.2%	1.8	0.0%	1.2%	2.0%	1.4%
CCOc1ccc(-c2nn[nH]n2)cc1
→ -12.8	12.5%	5.7%	-0.7	2.3%	26.7µM*	5.0%	-1.4%
COc1ccc(C(=O)NCC(=O)c2ccccc2)cc1
→ 0.6	-4.8%	-11.7%	1.4	-3.6%	-6.6%	-2.9%	1.4%
Cc1cccc(N2CCN(C(=O)CCC(=O)N3CCOc4ccc(Cl)cc43)CC2C)c1 (configuration not stated)
→ 18.3	-7.3%	1.5%	-1.0	1.1%	-8.2%	-3.8%	-12.8%
COc1ccc(-c2c(N)cnc(C(=O)O)c2C)c(OCc2ccccc2)c1OC
→ ?	0.0%	-7.7%	0.1	.	-9.0%	2.0%	1.8%
O=C(O)c1oc2ccccc2c1CSc1ccccn1
→ -1.3	1.5%	0.0%	0.4	0.7%	-11.3%	5.0%	0.7%
O=C(/C=C/c1ccc(Br)cc1)c1ccc(NC(=O)c2ccco2)cc1
→ -18.7	-6.9%	9.3%	-1.8	-4.7%	-5.8%&-18.0%	-5.4%	-7.8%
CCCCCC(=O)Nc1cccc(S(=O)(=O)NC2=NCCC2)c1
→ 2.5	0.6%	-2.7%	-5.4	1.0%	1.7%	4.1%	-7.0%
COCCCC1CCN(Cc2nc(Cc3ccccc3Cl)no2)CC1
→ 6.7	2.0%	4.5%	2.2	1.2%	-0.2%	4.6%	2.7%
Cc1ccnc(NC(=O)c2ccoc2C)c1
→ -23.0	3.2%	1.3%	-2.9	-0.3%	2.4%	9.2%	-3.5%
Cc1cc(/N=C/N(C)C)on1
→ .	2.4%	18.4%	0.6	0.5%	1.0%	7.6%	1.2%
Clc1ccc(OCc2nc(-c3ccncc3)no2)c(Cl)c1
→ -2.3	-8.1%	-8.4%	-3.4	-0.3%	-22.9%	-3.1%	0.7%
O=C(Nc1ccc(CN2CCOCC2)cc1)c1ccc(Br)cc1
→ 5.5	-2.8%	10.1%	-0.4	-2.8%	-4.4%	3.5%	6.1%
Cc1nc(SC(C)C(=O)Nc2cccc(C(F)(F)F)c2)c2c(C)c(C(=O)O)sc2n1 (configuration not stated)
→ 0.3	?	?	1.9	1.2%	?	12.1%	-10.7%
Cc1ccc(N=c2oc3cc(O)ccc3cc2C(N)=O)cc1
→ -51.7*	-5.2%	4.2%	-0.3	0.9%	-14.2%	14.6%	-11.9%
OC(COC(c1ccc(Cl)cc1)c1ccc(Cl)cc1)CN1CCN(c2ccccn2)CC1 (configuration not stated)
→ 23.3	-11.8%	-17.6%	1.6	1.0%	-5.9%	-15.7%	7.7%
O=[N+]([O-])c1ccccc1CN1CCN(S(=O)(=O)c2ccccc2)CC1
→ -5.2	-34.1%	-11.0%	0.8	.	-0.2%	-14.1%	13.9%
O=C(COC(=O)c1cccc(S(=O)(=O)N2CCc3ccccc32)c1)Nc1ncc(C(F)(F)F)cc1Cl
→ 0.6	-9.8%	-22.1%	-5.2	0.0%	-1.1%	-0.5%	3.3%
O=C(c1ccccc1)C1CN(Cc2ccccc2)CCC1(O)c1ccccc1 (configuration not stated)
→ 1.4	-10.8%	8.2%	2.7	2.2%	-3.6%	-1.7%	9.5%
COc1ccc(-n2c(CN3CCN(c4ccccc4)CC3)nc3ccc([N+](=O)[O-])cc3c2=O)c(OC)c1
→ 3.8	-1.1%[57.1 µM]	-15.0%	-3.1	1.2%	-10.1%	-2.7%	7.6%
O=C(CN1C(=O)c2ccccc2C1=O)N1CCN(c2nnc(-c3ccccc3)c3ccccc23)CC1
→ .	-9.3%	12.4%	-2.9	-6.6%	-0.3%&1.0%	18.1%	-1.1%
Cn1c2c(c3ccccc31)CCSC2=O
→ .	-4.2%	-4.9%	-1.2	-10.3%	-6.0%	-3.1%	7.9%
COc1ccccc1NS(=O)(=O)c1cc(C(=O)N2CCCC2)ccc1F
→ 3.4	-3.7%	-2.0%	-0.3	-2.4%	-3.5%	8.9%	-0.2%
Cc1cc(S(=O)(=O)N2CCOCC2)ccc1OCC(=O)N1CCC(C(N)=O)CC1
→ -2.3	0.1%	-6.5%	-0.8	2.0%	2.3%	7.4%	4.9%
COC(=O)[C@@]1(Cc2ccc(F)cc2)[C@H]2c3cc(C(=O)N4CCCC4)n(CCF)c3C[C@H]2CN1C(=O)c1ccccc1
→ -0.8	-4.9%	-11.0%	-0.8	.	-14.9%	-14.7%	0.0%
CCc1nnc(NC(=O)c2nc3nc(C)cc(C)n3n2)s1
→ -4.1	-19.2%	-6.0%	-1.9	-0.7%	-3.4%	-2.4%	-6.5%
COc1ccccc1C(=O)NNC(=O)C(=O)NC(C)(C)C
→ 0.7	0.7%	-6.3%	-4.2	1.8%	-3.3%	-7.0%	-5.9%
O=C(CCCCCCCCN1C(=O)c2ccccc2C1=O)N1CCOCC1
→ -8.4	7.4%	12.7%	0.7	0.1%	2.8%	2.5%	-4.0%
CC(C)n1c2ccccc2c2nc3ccccc3nc21
→ 4.5	-7.8%	5.7%	2.5	-2.4%	?	-2.0%	8.2%
Cc1onc(-c2ccccc2)c1C(=O)N1CCC(C)CC1
→ 3.8	1.5%[57.1 µM]	8.7%	1.8	1.5%	-0.7%	18.2%	-2.1%
Cc1ccc(C)c(OCC(=O)Nc2nc3ccc([N+](=O)[O-])cc3s2)c1
→ -0.8	0.9%	-15.4%	-2.9	-20.0%	-13.5%	-3.9%	-0.4%
CCOC(=O)C1=CN(Cc2cccc(F)c2)S(=O)(=O)N(CC)C1c1ccccc1 (configuration not stated)
→ -7.2	-5.1%	-26.9%	-2.3	1.5%	-16.0%	-12.0%	-5.5%
CCN1CCN(CCCNC(=O)CCC(=O)N2CCOc3ccccc32)CC1
→ -1.0	8.1%	16.4%	-0.3	-1.2%	-17.8%	-3.0%	2.7%
O=C(NCCCN1CCOCC1)c1ccc(-n2nc(C(F)(F)F)cc2-c2cccs2)cc1
→ 3.3	2.9%	3.1%	-2.3	-0.9%	-10.9%	-0.9%	3.2%
CC1Oc2ccccc2OC1C(=O)Nc1nccs1 (configuration not stated)
→ 7.1	0.8%	-5.9%	-1.7	-1.7%	1.6%	-6.4%	7.5%
COC(=O)c1ccc(NC(=O)c2cccc(OC)c2)cc1
→ -5.9	9.7%	-0.3%	-0.8	-19.8%	0.9%	-3.7%	-3.4%
CC1CC(C)(C)CC2(C1)NC(=O)N(CC(=O)N1CCN(S(=O)(=O)c3cccc(Cl)c3Cl)CC1)C2=O (configuration not stated)
→ -1.0	-3.3%	-11.3%	1.6	.	-3.1%	5.7%	-18.9%
O=C(Nc1nnc(Cc2ccccc2)s1)Nc1ccccc1F
→ -1.5	-1.9%	-12.3%	1.1	0.2%	-10.1%	-2.9%	8.9%
CCOC(=O)C1CCN(C(=O)CNS(=O)(=O)c2cccs2)CC1
→ -2.1	-0.7%	-10.5%	0.7	1.1%	-6.1%	-2.0%	5.6%
N#Cc1c(SCC(N)=O)nsc1SCc1ccc(Cl)cc1
→ 5.3	9.8%	15.3%	-2.7	0.0%	-1.5%	6.1%	-6.5%
Cc1cccc(S(=O)(=O)NC(=O)C2(C)CCN2C(=O)Cc2ccc(Cl)cc2Cl)c1 (configuration not stated)
→ -0.7	-0.3%	-5.2%	0.1	.	1.2%	3.2%	-0.8%
